Assay outcomes as filed in PubChem.
CHRM5 PAM: human M5 muscarinic receptor positive allosteric modulators, primary screen, CHO-K1 cells, Fluo-8 calcium fluorescence. Muscarinic acetylcholine receptor M5 (Homo sapiens), P08912. CHO-K1 hM5, ACh EC20 PAM; 0% = ACh EC20, 100% = ACh EC100. activation, % at 3 µM. 360,000 compounds, 0.3% hits;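 active = activation above the run cutoff, the mean activation of all test compounds plus 3 SD, cut at about 18% in these data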
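Replicates: One well per compound, no replicates | System: Human M5 receptor in CHO-K1 cells | Benchmarks: Low control EC20 acetylcholine (0%), high control EC100 acetylcholine (100%) | Probe or stimulus: Acetylcholine, EC20 level | Times: Fluo-8 loading 80 min at 37 °C plus 30 min room temperature | Signal: Intracellular calcium via Fluo-8 fluorescence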
M4 ag: human M4 muscarinic receptor agonists, primary screen, CHO-K1 cells, Fluo-8 calcium fluorescence | 360,000 compounds, 0.14% hits | activation, % at 3 µM | CHO-K1 hM4/Gqi5; vehicle 0%, full acetylcholine response 100%;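 active = activation above the run mean over all test wells plus 3 SD, cut at about 32% in these data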;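 note: peak over basal fluorescence ratio per well then scaled between controls; 0% = DMSO wells and 100% = acetylcholine at EC100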
Target sequence (P08173 whole entry, looked up): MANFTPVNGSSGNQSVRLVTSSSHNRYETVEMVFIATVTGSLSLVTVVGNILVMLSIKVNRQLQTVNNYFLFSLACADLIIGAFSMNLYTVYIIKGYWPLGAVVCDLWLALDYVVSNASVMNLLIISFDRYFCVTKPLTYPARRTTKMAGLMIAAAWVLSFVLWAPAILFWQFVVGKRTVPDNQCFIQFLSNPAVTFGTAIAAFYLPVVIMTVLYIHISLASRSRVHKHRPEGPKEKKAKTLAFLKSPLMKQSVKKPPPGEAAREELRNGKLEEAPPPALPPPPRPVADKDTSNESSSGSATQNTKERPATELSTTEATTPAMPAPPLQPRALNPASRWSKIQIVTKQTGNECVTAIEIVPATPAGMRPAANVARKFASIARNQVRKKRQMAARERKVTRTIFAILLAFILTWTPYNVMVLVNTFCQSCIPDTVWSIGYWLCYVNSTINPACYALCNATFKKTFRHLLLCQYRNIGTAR
CHRM5 antagonist: human M5 muscarinic receptor antagonists, primary screen, CHO cells, Fluo-8 calcium fluorescence; Muscarinic acetylcholine receptor M5 (Homo sapiens), P08912; CHO-hM5 cells, ACh EC80; inhibition, % at 3 µM; 360,000 compounds, 0.59% hits; AID 624040, 2012;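 active = inhibition above a per-plate cutoff, the mean of that plate's test compounds plus 3 SD, cut at about 27% in these data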;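 note: 0% = acetylcholine EC80 with DMSO and 100% = DMSO without agonist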
M1 antag: human M1 muscarinic receptor antagonists, primary screen, CHO-K1 cells, Fluo-8 calcium fluorescence, 1536-well | CHO-K1 hM1, ACh EC80 antagonist | 360,000 compounds, 1.3% hits | Muscarinic acetylcholine receptor M1 (Homo sapiens), P11229 | inhibition, % at 3 µM;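 active = percent inhibition above its own plate's cutoff, namely the mean of that plate's compound wells plus 3 SD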;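 note: peak over basal fluorescence ratio during 140 s after agonist addition; 0% = ACh EC80 plus DMSO and 100% = DMSO alone without agonist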
Target sequence (P11229 whole entry, looked up): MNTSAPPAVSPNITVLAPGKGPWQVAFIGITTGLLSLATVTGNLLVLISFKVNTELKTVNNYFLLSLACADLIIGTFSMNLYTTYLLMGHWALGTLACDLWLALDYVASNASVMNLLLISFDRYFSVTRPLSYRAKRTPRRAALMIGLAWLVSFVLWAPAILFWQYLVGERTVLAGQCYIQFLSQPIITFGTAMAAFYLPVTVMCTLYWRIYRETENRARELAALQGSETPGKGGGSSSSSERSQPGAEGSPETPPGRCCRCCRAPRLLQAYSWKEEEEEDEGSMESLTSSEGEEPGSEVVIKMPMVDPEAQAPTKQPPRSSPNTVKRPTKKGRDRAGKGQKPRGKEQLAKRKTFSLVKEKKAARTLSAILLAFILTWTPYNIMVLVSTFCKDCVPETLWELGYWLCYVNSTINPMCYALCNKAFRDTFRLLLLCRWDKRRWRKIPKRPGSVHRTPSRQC
M5 ag: human M5 muscarinic receptor agonists, primary screen, CHO-K1 cells, Fluo-8 calcium fluorescence; CHO-K1 hM5 cells; 0% DMSO wells, 100% maximal acetylcholine response; Muscarinic acetylcholine receptor M5 (Homo sapiens), P08912; 360,000 compounds, 0.19% hits; activation, % at 3 µM;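 active = activation above the run's mean over test compounds plus 3 SD, cut at about 23% in these data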;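 note: signal is peak over basal fluorescence ratio across the kinetic read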
M1 PAM: human M1 muscarinic receptor positive allosteric modulators, primary screen, CHO-K1 cells, Fluo-8 calcium fluorescence, 1536-well; Muscarinic acetylcholine receptor M1 (Homo sapiens), P11229; CHO-K1 hM1, ACh EC20; 0% = ACh EC20, 100% = maximal ACh; activation, % at 3 µM; 360,000 compounds, 0.088% hits; in the data active = activation above about 19%, passing the limit was not always enough
CHRM4 PAM: human M4 muscarinic receptor positive allosteric modulators, primary screen, CHO-K1 cells, Fluo-8 calcium fluorescence | Muscarinic acetylcholine receptor M4 (Homo sapiens), P08173 | CHO-K1 hM4/Gqi5, ACh EC20; 0% = ACh EC20, 100% = maximal ACh | activation, % at 3 µM | 360,000 compounds, 0.4% hits | AID 624126, 2012;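 active = activation above its plate's cutoff, the mean activation of sample wells plus 3 SD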; note: some results filed as inactive read as strong as hits
M4 antag: human M4 muscarinic receptor antagonists, primary screen, CHO cells, Fluo-8 calcium fluorescence; 360,000 compounds, 0.73% hits; Muscarinic acetylcholine receptor M4 (Homo sapiens), P08173; inhibition, % at 3 µM; CHO-hM4 cells, ACh EC80;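 active = inhibition above its plate's cutoff, the mean inhibition of sample wells plus 3 SD, cut at about 27% in these data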;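 note: 0% = acetylcholine EC80 with DMSO and 100% = DMSO without agonist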
CRFBP-R2 agonist: agonists of CRF-BP/CRF-R2 complex, primary screen, cell-based, HEK293, calcium dye fluorescence, uHTS. 350,000 compounds, 0.46% hits. activation, % at 13.2 µM. calcium dye fluorescence (FLIPR); percent of saturating CRF peptide response;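 active = activation of at least 50%, plus an integration ratio under a set limit after plate pattern correction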;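 note: plate controls were neutral control wells without compound for no effect and CRF at EC100 for full effect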
Active calls of the source: *; x = no result given.

Sample of the layout (2 entries):
SMILES | CHRM5 PAM | M4 ag | CHRM5 antagonist | M1 antag | M5 ag | M1 PAM | CHRM4 PAM | M4 antag | CRFBP-R2 agonist
Cn1c(=N)n(CC(=O)c2ccc(Br)cc2)c2ccccc21 | 4.8 | -0.2 | 0.9 | 0.8 | -4.7 | -3.9 | -22.2 | 0.1 | -0.3
COc1cc(C(=O)OCCCN2CCOCC2)cc(OC)c1OC | -4.4 | 0.8 | 1.5 | -3.6 | 0.3 | 3.2 | 1.7 | -9.7 | -0.6

The list itself, repeating the preview:
SMILES | CHRM5 PAM | M4 ag | CHRM5 antagonist | M1 antag | M5 ag | M1 PAM | CHRM4 PAM | M4 antag | CRFBP-R2 agonist
Cn1c(=N)n(CC(=O)c2ccc(Br)cc2)c2ccccc21 | 4.8 | -0.2 | 0.9 | 0.8 | -4.7 | -3.9 | -22.2 | 0.1 | -0.3
COc1cc(C(=O)OCCCN2CCOCC2)cc(OC)c1OC | -4.4 | 0.8 | 1.5 | -3.6 | 0.3 | 3.2 | 1.7 | -9.7 | -0.6
CCOc1ccc(CCNC(=O)C2CC=CCC2C(=O)OC(C)C)cc1OCC (stereo not given) | -4.3 | 0.9 | 7.0 | 1.0 | -1.2 | 0.2 | 1.3 | -4.8 | -1.4
CCCn1c(CN2CCN(C)CC2)nc2ccccc21 | -18.9 | 0.1 | 18.1 | 20.7 | -12.0 | -15.3 | -11.9 | 2.7 | 0.4
O=C(COc1ccccc1)N1N=C(c2cccnc2)CC1(O)C(F)(F)F (stereo not given) | -4.3 | 1.1 | 1.0 | -5.3 | 2.1 | 4.5 | -3.1 | 7.3 | 0.1
COc1cccc(C2SCC(=O)N2c2ccc(Br)cc2)c1OC (stereo not given) | -19.8 | -2.3 | 34.7* | 73.6* | -8.1 | -26.9 | -39.0 | 65.7* | -2.8
Cc1cnc(C(=O)OCC(=O)NC2CCCCCC2)cn1 | 11.7 | -0.2 | -1.5 | 0.5 | 0.3 | 6.1 | 6.4 | -1.8 | 0.6
Cc1ccc(S(=O)(=O)N2CC(=O)Nc3ccccc32)cc1C | -0.5 | -0.3 | -2.1 | -17.3 | -2.3 | -1.0 | 0.1 | 10.6 | 1.3
CCCCOc1ccc(S(=O)(=O)n2c(C)nc3ccccc32)cc1 | 2.5 | 0.8 | -6.8 | -5.7 | 0.1 | 7.3 | -5.5 | 0.9 | -1.4
Cc1cc(-c2nnc(SCC(=O)Nc3ccccn3)o2)no1 | 0.3 | 0.7 | 11.6 | -4.8 | 4.9 | 7.9 | 16.1 | -5.5 | 0.3
O=C(O)CN(Cc1ccco1)S(=O)(=O)c1ccccc1 | -1.0 | 0.9 | -2.2 | -8.7 | 6.5 | 3.3 | 0.5 | 8.1 | 0.8
CCOC(=O)c1c(C)oc2c1c(C(c1ccccc1)N1CCOCC1)c(O)c1ccccc12 (stereo not given) | -2.6 | -0.6 | -1.8 | 0.8 | -0.8 | 2.1 | -7.1 | 9.1 | -1.3
N#Cc1c(F)cccc1N1CCN(Cc2ccc3c(c2)OCO3)CC1 | -4.8 | 2.5 | 20.1 | 66.1* | -5.2 | -35.5 | -14.8 | 13.4 | -0.3
O=C(NCc1cccs1)c1cccc(Nc2nc3ccc(Br)cc3[nH]2)c1 | -7.2 | 4.6 | 11.1 | 4.0 | -0.3 | 2.5 | 4.0 | -2.6 | -3.1
N#Cc1ccccc1S(=O)(=O)N1CCN(C(=O)CCc2ccccc2)CC1 | -1.4 | 1.0 | -5.9 | -0.1 | 0.8 | 5.7 | 3.4 | -9.2 | -1.1
Cc1nn(Cc2ccc(C(=O)Nc3ccccc3F)cc2)c(C)c1Cl | 6.1 | 0.9 | -8.8 | -2.0 | -4.5 | 6.2 | -1.6 | 2.4 | -1.0
CCCOc1ccc(C(=O)NC(=S)N2CCN(c3ncc4c(=O)c(C(=O)O)cn(CC)c4n3)CC2)cc1 | -3.7 | 0.3 | 6.7 | -9.6 | 0.3 | 9.6 | 6.8 | -11.4 | 0.7
COc1ccc(/C=N/NC(=O)CC#N)cc1Oc1nc(Cl)ncc1F | -7.0 | 0.4 | 3.8 | 0.9 | -5.0 | 2.4 | 1.8 | 1.9 | 0.2
Cc1ccc(NC(=O)C/C(N)=N/O)cc1Cl | -9.7 | 14.2 | 13.4 | 4.9 | 11.1 | -1.9 | -12.4 | 10.7 | 1.7
Cc1cc2oc(=O)cc(CN3CCCCC3)c2cc1O | -2.1 | 1.6 | 7.7 | -7.9 | -2.8 | 3.8 | 1.7 | -2.9 | 2.1
CCNc1nnc(SCC(=O)NC2CCCCCC2)s1 | -3.6 | 1.6 | 8.6 | -12.5 | 2.0 | 8.2 | 7.1 | 0.1 | 0.3
OCCNc1c2ccccc2nc2ccccc12 | 4.8 | 2.5 | 2.5 | -0.6 | 0.5 | 1.2 | 8.1 | -3.8 | 0.0
O=C(Oc1cccc2ccccc12)c1ccco1 | -2.0 | -1.4 | 7.5 | -3.7 | -1.4 | 2.9 | -6.8 | 7.6 | -0.7
Fc1ccc(NCc2nnc(SCc3nnc(-c4ccccc4)o3)n2Cc2ccccc2)cc1 | -11.0 | 5.7 | 7.2 | -4.1 | -2.4 | 3.1 | -7.9 | 2.0 | -0.1
Clc1cccc(Cl)c1CSc1nnc(-c2sccc2-n2cccc2)o1 | -8.3 | -0.2 | 0.8 | -8.5 | -3.3 | -3.7 | -11.9 | -9.8 | 4.3
Following part:
SMILES | CHRM5 PAM | M4 ag | CHRM5 antagonist | M1 antag | M5 ag | M1 PAM | CHRM4 PAM | M4 antag | CRFBP-R2 agonist
CCOC(=O)C1CCCN(C(=O)c2ccccc2SCCOC)C1 (stereo not given) | -1.6 | 0.7 | -1.4 | -27.6 | 3.2 | 6.1 | -2.5 | -6.1 | -0.9
OCCN1CCOCCN(CCO)CCN(CCO)CC1 | 4.7 | 1.1 | -10.7 | -1.4 | -0.8 | -0.3 | 3.5 | -12.4 | -1.5
Cc1ccc(Oc2ccc(C(=O)NCc3ccncc3)cc2)cc1 | -9.8 | 9.7 | 10.9 | 20.6 | -0.1 | -14.6 | -10.7 | 7.8 | 2.4
CCOc1ccc2nc(SC3CC(=O)N(c4ccc(OC)cc4)C3=O)sc2c1 (stereo not given) | 1.2 | 1.1 | 2.9 | -4.9 | -1.4 | 5.4 | 2.1 | 3.0 | 0.1
COc1ccc(-c2cc(C(=O)NCCN3CCOCC3)c3cc(C(C)C)ccc3n2)cc1 | -1.1 | 4.0 | -3.3 | 1.5 | -0.3 | 2.9 | 1.9 | -2.3 | 0.7
CCOC(=O)Cc1cc(=O)[nH]c(/N=C(\N)Nc2ccc(OC)cc2)n1 | 0.5 | 1.6 | -1.3 | -1.8 | 0.5 | 3.6 | 2.6 | -2.9 | 0.5
O=C(NCCCc1ccccc1)N1CCOCC1 | -6.9 | 9.9 | 7.7 | 13.0 | 5.7 | -1.5 | -8.4 | 1.5 | 2.2
CCOCC(=O)Nc1ccc(-c2cn3cccnc3n2)cc1 | 1.1 | 0.9 | 0.0 | -9.4 | 0.5 | 8.8 | 5.3 | -4.4 | 10.0
OCCCn1c(C(CO)Nc2nc(-c3ccc(Cl)cc3)cs2)nc2ccccc21 (stereo not given) | 10.5 | 2.8 | -6.5 | -4.6 | 4.5 | 12.2 | 22.0 | 2.0 | -1.6
CCC(C)[C@H](NC(=O)Nc1ccc(S(N)(=O)=O)cc1)C(=O)O (stereo not given in full) | -6.9 | 1.1 | 4.0 | 11.5 | -1.7 | -3.3 | -1.4 | -5.7 | -1.3
CNC(=O)c1cc2c(ccc3ccccc32)o1 | -1.6 | 1.3 | -0.3 | 5.6 | -1.3 | -1.8 | 6.7 | -0.2 | 0.2
O=C(CCC(=O)NNc1nc2ccccc2c2nc(-c3ccccc3)nn12)NCCCN1CCCC1=O | 1.5 | 1.2 | 0.0 | -13.0 | 0.4 | 12.7 | 10.4 | 0.5 | -0.8
CN1C(=O)C(C)(C)c2cc(S(=O)(=O)N3CCCCCC3)ccc21 | -4.5 | 2.0 | 5.2 | -7.0 | 1.2 | 2.4 | 3.2 | -4.5 | -2.5
COc1ccc(CN(C)c2ccc(S(=O)(=O)N3CCN(C)CC3)cc2[N+](=O)[O-])cc1OC | -20.4 | 15.7 | 22.6 | 42.5* | 7.8 | -15.5 | -8.3 | 13.9 | -0.9
CC(OC(=O)CNC(=O)c1ccccc1F)C(=O)Nc1nc(-c2ccccc2)cs1 (stereo not given) | -3.0 | 6.0 | -7.1 | -7.3 | -4.8 | -5.8 | 12.6 | -16.3 | -1.2
NNC(=O)c1ccc(Cn2cc(Cl)cn2)cc1 | -0.4 | 0.4 | -2.6 | -8.6 | -3.7 | 4.2 | -0.1 | 2.9 | -2.0
CC1CC(C)CN(CC(=O)c2c[nH]c3ccccc23)C1 (stereo not given) | 2.4 | 2.9 | 3.4 | -9.9 | -2.8 | 2.5 | -2.0 | 0.3 | 4.8
COc1cccc(/C=C/C(=O)Nc2ccc(OC)nc2)c1 | -1.4 | 3.3 | -8.8 | 2.6 | 1.0 | 5.0 | -0.8 | -7.4 | 0.9
O=C(NCCN1CCOCC1)C1CCN(S(=O)(=O)N2CCCCC2)CC1 | 3.5 | -2.1 | -6.8 | -5.0 | 1.2 | 5.8 | 9.2 | 15.2 | -0.9
Cc1nn(C)c(C)c1CN(C)C(=O)c1nn2c(c1Br)NC(c1cccs1)CC2C(F)(F)F (stereo not given) | -2.2 | 2.5 | 3.4 | -1.0 | -0.1 | 1.3 | -8.0 | 4.5 | -0.2
CCCCCNC(=O)C(c1ccncc1)n1c(=O)c(-c2ccco2)nc2ccccc21 (stereo not given) | 7.9 | -0.3 | -10.3 | x | 5.1 | x | 18.8 | -32.1 | x
COc1ccc(C(CNC(=O)Nc2ccc(Cl)cc2)N2CCN(C)CC2)cc1 (stereo not given) | -2.8 | 0.3 | 7.5 | -10.2 | -5.5 | 12.0 | -0.8 | 12.1 | 1.7
C=CC[C@@H](Cc1ccc(F)cc1)C(=O)OC[C@H]1CCCN1C(=O)[C@@H](CC=C)CC(=O)N[C@@H](CO)Cc1ccccc1 | -1.5 | 10.1 | -1.7 | -7.0 | 1.4 | 4.7 | -5.6 | 2.0 | -1.4

An excerpt from above, reduced to M5 ag.
smiles	M5 ag
CCC(C)[C@H](NC(=O)Nc1ccc(S(N)(=O)=O)cc1)C(=O)O (stereo not given in full)	-1.7
CNC(=O)c1cc2c(ccc3ccccc32)o1	-1.3
O=C(CCC(=O)NNc1nc2ccccc2c2nc(-c3ccccc3)nn12)NCCCN1CCCC1=O	0.4
CN1C(=O)C(C)(C)c2cc(S(=O)(=O)N3CCCCCC3)ccc21	1.2
